# ATG4B inh – inhibitors of human ATG4B cysteine protease; Q9Y4P1; ATG4B cleavage of LC3-PLA2, NBD-HPC fluorescence, 1 h; inhibition, % at 8.33 µM; 0.51% of 340,000 active; AID 504462; in the data active = inhibition above about 40%
# mIAP activ – mouse IAP activation; muIAP, CDP-Star luminescence, 30 min; stronger effect = higher value; 1 = vehicle-only enzyme signal, 0 = enzyme-free wells; AID 2805; activation factor at 10 µM; 0.24% of 330,000 active;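 active = activation factor of at least 2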; note: the source names both 10 and 20 µM as test concentration; values of inactives mirror those of a sister screen read the other way
#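 System: Mouse IAP enzyme | Also added: CDP-Star substrate | Dosing: Compounds dispensed in DMSO | Schedule: 30 min enzyme-substrate-compound incubation at room temperature | Technique: Chemiluminescence readout | Control set: DMSO-only wells and no-enzyme negative control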
# NALP3 yeast inh – NALP3 inhibition in yeast; AID 2825; Yeast reconstituted NLRP3/ASC/caspase-1, beta-gal luminescence, 24 h; inhibition, % at 10 µM; 0.39% of 330,000 active;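 active = inhibition of 50% or more; inactive = inhibition below 50%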;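 note: plate controls were induced DMSO wells for no effect and uninduced yeast grown without galactose for full effect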
# mIAP block – mouse IAP inhibition | purified mouse IAP, CDP-Star luminescence, 30 min | inhibition, % at 10 µM | 0.2% of 330,000 active;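 active = inhibition of at least 40% at 10 µM in the primary screen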;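 note: plate controls were DMSO with enzyme for no effect and no enzyme wells for full effect; values of inactives mirror those of a sister screen read the other way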
# TIM10 inh – TIM10 yeast growth inhibition; S. cerevisiae TIM10 strain growth, BacTiter-Glo luminescence, 24 h; inhibition, % at 10 µM; 1.4% of 330,000 active; AID 463195;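 active = inhibition of 40% or more at the single tested concentration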;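 note: wild-type TIM10 isogenic control strain grown at permissive 25 °C; 0% = DMSO yeast wells and 100% = minimal medium wells without yeast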
# tim10-1 inh – tim10-1 yeast growth inhibition. S. cerevisiae tim10-1 ts strain growth, BacTiter-Glo, 24 h. 2.2% of 330,000 active. inhibition, % at 20 µM;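 active = inhibition of at least 40%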;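 note: mutant grown at 25 °C; 0% = DMSO wells with yeast and 100% = wells holding no yeast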
# hIAP activ – increases human intestinal alkaline phosphatase activity; activation factor at 10 µM; P09923; AID 2524; 0.16% of 330,000 active; purified human IAP, CDP-Star luminescence, 30 min; stronger effect = higher value; 1 = vehicle-only enzyme, 0 = enzyme-free background;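 active = activation factor of the enzyme at least 2-fold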; note: the source names both 10 and 20 µM as test concentration; values of inactives mirror those of a sister screen read the other way
# hIAP block – blocks human intestinal alkaline phosphatase; 0.12% of 330,000 active; AID 2544; inhibition, % at 10 µM; P09923; purified IAP, CDP-Star luminescence, 30 min;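 active = inhibition reaching a set limit with compound at 10 µM in the primary screen, cut at about 35% in these data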;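 note: plate controls were DMSO wells with enzyme for no effect and no-enzyme buffer wells for full effect; values of inactives mirror those of a sister screen read the other way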
# Apaf1 inhib – blocks human Apaf-1 apoptosome activity. O14727. reconstituted apoptosome caspase-3 activity, DEVD-Rh110 fluorescence. inhibition, % at 20 µM. 0.71% of 330,000 active; active = inhibition of at least 40% at 20 µM;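 note: plate controls were DMSO wells for no effect and DEVD-CHO caspase inhibitor wells for full effect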
# Target sequence (O14727 whole entry, looked up): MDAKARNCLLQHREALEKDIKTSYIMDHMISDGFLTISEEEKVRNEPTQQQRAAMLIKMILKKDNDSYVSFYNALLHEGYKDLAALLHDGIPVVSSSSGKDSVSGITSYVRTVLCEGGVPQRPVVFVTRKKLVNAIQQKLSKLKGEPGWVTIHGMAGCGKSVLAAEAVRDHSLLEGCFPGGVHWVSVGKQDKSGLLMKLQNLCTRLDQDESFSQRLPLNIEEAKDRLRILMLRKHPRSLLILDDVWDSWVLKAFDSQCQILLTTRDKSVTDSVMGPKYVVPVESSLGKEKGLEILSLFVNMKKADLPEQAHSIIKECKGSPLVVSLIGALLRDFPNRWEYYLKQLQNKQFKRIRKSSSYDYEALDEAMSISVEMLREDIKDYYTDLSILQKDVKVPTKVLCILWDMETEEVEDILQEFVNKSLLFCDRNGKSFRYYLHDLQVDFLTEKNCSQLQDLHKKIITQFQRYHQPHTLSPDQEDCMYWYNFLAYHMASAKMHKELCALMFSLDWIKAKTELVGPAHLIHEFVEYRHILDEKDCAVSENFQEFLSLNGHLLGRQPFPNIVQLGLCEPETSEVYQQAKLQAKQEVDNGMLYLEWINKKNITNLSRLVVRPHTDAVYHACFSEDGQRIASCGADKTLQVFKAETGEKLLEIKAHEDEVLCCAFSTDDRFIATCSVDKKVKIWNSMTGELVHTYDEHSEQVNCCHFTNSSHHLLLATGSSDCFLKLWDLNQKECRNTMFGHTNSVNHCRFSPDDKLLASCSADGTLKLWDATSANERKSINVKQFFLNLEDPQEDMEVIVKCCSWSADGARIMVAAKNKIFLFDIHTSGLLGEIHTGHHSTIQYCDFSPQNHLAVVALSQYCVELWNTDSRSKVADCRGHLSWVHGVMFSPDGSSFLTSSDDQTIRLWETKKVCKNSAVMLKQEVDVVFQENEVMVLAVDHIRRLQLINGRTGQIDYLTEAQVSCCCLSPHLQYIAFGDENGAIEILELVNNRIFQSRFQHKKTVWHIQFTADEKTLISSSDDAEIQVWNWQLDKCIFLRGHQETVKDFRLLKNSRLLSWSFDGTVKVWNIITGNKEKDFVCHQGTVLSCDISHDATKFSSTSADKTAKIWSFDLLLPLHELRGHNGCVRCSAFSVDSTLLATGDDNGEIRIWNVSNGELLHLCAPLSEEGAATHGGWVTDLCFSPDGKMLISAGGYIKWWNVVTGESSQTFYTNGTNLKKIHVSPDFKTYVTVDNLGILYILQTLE
#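 System – cell-free apoptosome with Apaf-1, procaspase-3 and caspase-9 · Buffer or medium – pH 7.5 Hepes buffer with CHAPS, BSA, DTT · Also added – cytochrome c with DEVD-Rh110 · Times – 30 min compound preincubation, 50 min activation, room temperature · Technique – Rh110 fluorescence intensity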
# * hit, by the source's call; . = no result given.
canonical_smiles	ATG4B inh	mIAP activ	NALP3 yeast inh	mIAP block	TIM10 inh	tim10-1 inh	hIAP activ	hIAP block	Apaf1 inhib
CN(Cc1ccc2c(c1)OCO2)C(=O)c1cc(-c2ccccc2)c(N2CCOCC2)s1	1	0.94	10	6	-6	-15	0.85	15	12
CCC(C)(C)NC(=O)C(c1ccc(OC)cc1)N(Cc1ccco1)C(=O)CCC(=O)Nc1cc(C)on1 (centres undefined)	2	0.87	-7	13	22	-3	1	-2	16
COc1cccc(NC(=O)CSc2nnc(Cc3ccc(OC)c(OC)c3)o2)c1	0	0.93	15	7	0	-3	1.2	-16	4
Cc1ccc(NC(=S)NC(=O)/C=C/c2ccco2)c(O)c1	12	0.53	2	47*	-6	-15	1	-1	12
COC(=O)C1CCN(C(=O)/C=C/c2ccccc2)CC1	-4	0.99	0	1	10	5	0.89	11	-3
CCCCn1c(N)c(N(CC(C)C)C(=O)CN2C(=O)NC3(CC(C)CC(C)(C)C3)C2=O)c(=O)[nH]c1=O (centres undefined)	-8	1	15	-2	-1	-4	1.1	-9	4
O=C(Nc1nc(-c2ccccc2)ns1)c1cccs1	0	1	19	-1	25	29	0.92	8	-12
FC(F)(F)c1ccc(N2CCOCC2)c(NC2=NCCCCC2)c1	-9	1	-1	-1	-28	15	0.94	6	-1
C/C=C/c1ccc(Oc2nnnn2-c2ccc(C(=O)O)cc2)c(OC)c1	1	1.1	15	-8	3	12	1.1	-8	15
Cc1ccc(C(=O)OCC(=O)NNC(=O)c2cccs2)c(O)c1	-13	0.9	9	10	-5	-3	0.96	4	1
O=C(NCCc1c[nH]c2ccccc12)c1ccc(Cl)cc1	6	1.1	31	-6	-25	-61	1	0	12
CN1CCN(C(=S)c2cn(CCOc3ccccc3)c3ccccc23)CC1	-6	1.1	27	-8	14	21	0.99	1	18
COc1ccc([N+](=O)[O-])cc1NC(=O)CSc1nccc(C)n1	-4	0.96	13	4	-10	19	1	-1	3
CC12CN3CCN(CC(C3)C1(O)CN1CCOCC1)C2 (centres undefined)	1	1.1	16	-12	-17	-1	1.1	-6	-11
Oc1ccccc1C1N=C(c2ccccc2)NC(c2ccccc2)=N1	-7	0.91	0	9	27	31	1.1	-7	8
CCN1CCCC1CNC(=O)c1ccc2c(c1)NC(=O)/C(=C\c1ccc(C)cc1)S2 (centres undefined)	4	1	5	0	-1	13	1.1	-11	36
COC(CNC(=O)CCCn1nnnc1CN1CCOCC1)c1cccs1 (centres undefined)	3	1.1	11	-10	6	-7	1	0	5
c1ccc(-c2nnc3ccc(N4CCCC4)nn23)cc1	-15	0.92	5	8	4	17	1	0	3
C=CCOc1nc2c(c(=O)n(C)c(=O)n2C)n1Cc1c(Cl)cccc1Cl	-15	0.95	-4	5	13	16	1.2	-20	23
C[C@H]1CN=C(Nc2ccccc2)N1CCC1CCCC1	13	1.1	-4	-6	-2	-14	1	-4	1
CN(CCCC(=O)Nc1ccc(OC(F)F)cc1)S(=O)(=O)c1ccc(F)cc1	4	1.1	24	-7	2	9	0.89	11	14
O=C(COc1ccccc1)Nc1nc2cc3c(cc2s1)OCO3	3	0.91	1	9	7	10	1.2	-18	3
COCCC1CCCCN1C(=O)c1cc(COc2ccc(-n3cncn3)cc2)on1 (centres undefined)	18	0.99	13	1	11	19	1.3	-26	-6
Cc1ccc(S(=O)(=O)NC(=NC(Cc2ccccc2)C(=O)O)c2ccccc2)cc1 (centres undefined)	4	1.1	33	-6	2	14	1	-2	0
COc1ccc(C2=NS(=O)(=O)N(C)C(C(=O)NCc3ccccn3)=C2)cc1OC	0	1	-9	-1	-4	4	1.1	-9	-2
CCc1noc(C)c1C(=O)N1CCCC(C(=O)c2cc(F)ccc2OC)C1 (centres undefined)	-3	1	3	-1	8	6	0.89	12	-4
O=C(OCN1C(=O)C(=O)c2ccccc21)c1ccc(Cl)cc1	3	1.1	11	-6	-5	-32	1.1	-6	6
CCOC(=O)c1ccc(Oc2nc(N(C)C)nc(N(C)C)n2)cc1	-8	0.96	13	4	-1	25	0.88	12	17
Cn1c(CN2CCOCC2)nnc1SCC(=O)Nc1cc(Cl)ccc1Cl	-10	1	21	-3	-14	16	1	-4	10
COc1cc(Cn2c(-c3ccc(O)c(OC)c3)nc3ccccc32)ccc1O	-11	1	18	-1	-8	5	0.97	3	-2
CC(OC(=O)c1cc2sccc2n1C)C(=O)NCc1ccc2c(c1)OCO2 (centres undefined)	5	1.1	16	-11	11	7	0.99	1	0
O=C1OC(CCl)CN1Cc1ccc([N+](=O)[O-])cc1 (centres undefined)	7	1.1	12	-12	11	7	0.94	6	-14
COc1cccc(-n2c(SCC(=O)NCC3CCCO3)nc3c([nH]c4ccccc43)c2=O)c1 (centres undefined)	-2	1.1	12	-6	-9	-22	1.3	-25	3
O=C1C2CC=CCC2C(=O)N1c1n[nH]c(CCc2ccccc2)n1 (centres undefined)	3	1	5	-3	-12	-6	0.95	5	-11
CCCCC[C@H]1CN(Cc2ccc(OC)cc2)C(=O)[C@@H]1CC(=O)NCc1ccccc1	30	1.5	3	-46	9	26	0.93	7	25
NC(=O)C1CCCN(CCc2ccccc2)C1 (centres undefined)	-7	1	3	-1	1	-7	1.2	-17	-4
Cn1c(SCC(=O)NCc2ccco2)nnc1-c1c[nH]c2ccccc12	3	0.91	8	9	0	1	0.97	3	-8
CN1CCN(C(=O)c2cc3nc(-c4ccccc4)cc(C(F)(F)F)n3n2)CC1	-7	0.97	8	3	5	8	0.87	13	-6
CCCc1nc2ccccc2c2nc(N)nn12	5	0.94	5	6	3	19	1.1	-9	-5
CC(C)NC(=O)c1cnc(N2CCN(c3ccccn3)CC2)c2ccccc12	-8	1.1	14	-8	18	17	1.1	-6	9
CCC(C(=O)N1CCN(c2ncccn2)CC1)c1ccccc1 (centres undefined)	-4	0.97	15	3	-15	7	1	-2	-30
COCCN=c1scc(-c2ccco2)n1/N=C/c1ccc(O)c(O)c1O	1	0.46	18	54*	26	-5	1.2	-21	19
CC(C)(CNS(=O)(=O)c1cccs1)N1CCOCC1	-1	0.95	0	5	-4	4	1	-2	-2
CC1=NN(c2ccccc2)C(=O)/C1=C\c1cc(C)n(C)c1C	-4	0.86	45	14	16	22	0.92	8	10
C/C(=N\NC(=S)NC1CCCCC1)c1ccc(C)o1	1	0.93	17	7	28	13	1	-1	2
CCOC(=O)NC(=O)C(=CNNc1ncc(C(F)(F)F)cc1Cl)C(=O)NC(=O)OCC	-3	0.91	11	9	11	1	0.81	20	-7
CCCN1CCC(=NNC(=O)c2ccc(Br)o2)CC1	-9	1	16	0	11	6	0.99	1	-28
CCOc1ccc(Cn2c(SCCCCC#N)nc3c2c(=O)n(C)c(=O)n3C)cc1OCC	-7	1	8	-3	14	17	0.95	5	6
Cc1ccc(S(=O)(=O)N[C@H](C(=O)N2CCC(C(=O)NCC(=O)O)CC2)C(C)C)cc1	-10	0.99	6	1	-12	-3	1	-2	2
O=C(NC1CCCc2ccccc21)c1ccccc1OC(F)F (centres undefined)	5	0.93	9	7	1	-9	0.99	1	1

# Brought forward from above: 6 entries, followed by the next part.
canonical_smiles	ATG4B inh	mIAP activ	NALP3 yeast inh	mIAP block	TIM10 inh	tim10-1 inh	hIAP activ	hIAP block	Apaf1 inhib
C/C(=N\NC(=S)NC1CCCCC1)c1ccc(C)o1	1	0.93	17	7	28	13	1	-1	2
CCOC(=O)NC(=O)C(=CNNc1ncc(C(F)(F)F)cc1Cl)C(=O)NC(=O)OCC	-3	0.91	11	9	11	1	0.81	20	-7
CCCN1CCC(=NNC(=O)c2ccc(Br)o2)CC1	-9	1	16	0	11	6	0.99	1	-28
CCOc1ccc(Cn2c(SCCCCC#N)nc3c2c(=O)n(C)c(=O)n3C)cc1OCC	-7	1	8	-3	14	17	0.95	5	6
Cc1ccc(S(=O)(=O)N[C@H](C(=O)N2CCC(C(=O)NCC(=O)O)CC2)C(C)C)cc1	-10	0.99	6	1	-12	-3	1	-2	2
O=C(NC1CCCc2ccccc21)c1ccccc1OC(F)F (centres undefined)	5	0.93	9	7	1	-9	0.99	1	1
CCn1c(COc2cccc(C)c2C)nnc1SCC(=O)Nc1cc(C)on1	-11	1.1	11	-6	-8	-11	0.98	2	-4
Cc1c(Cl)cccc1NS(=O)(=O)c1cn(C)c(=O)n(C)c1=O	-7	0.89	10	11	-10	5	0.92	8	1
COCCNC(=O)c1noc2c1CCc1cc(OC)ccc1-2	-9	0.98	14	2	-5	15	0.95	5	-16
COCCn1c(SCC(=O)Nc2ccc(Cl)c(S(=O)(=O)N(C)C)c2)nc2ccccc21	-17	0.61	-11	39	14	11	0.95	5	5
CCc1nc2ccccc2n1CC(=O)N1CCN(S(=O)(=O)c2cccc(C(F)(F)F)c2)CC1	-2	1.1	4	-6	0	9	1.1	-9	12
CNC(=O)c1cc2cc(Br)ccc2s1	-16	1	7	0	13	17	0.96	4	2
O=C(N/N=C/c1ccccn1)c1cc(-c2ccc(Cl)cc2)nc2ccccc12	5	0.93	16	7	47*	19	1.1	-13	24
COc1ccc(N(CC(=O)N2CCN(C)CC2)S(C)(=O)=O)cc1OC	-3	0.88	7	12	0	5	0.87	13	-4
CCN(CC)S(=O)(=O)C1CCS(=O)(=O)C1 (centres undefined)	2	0.99	-4	0	-8	0	0.96	4	2
Cn1cnnc1Sc1cc(N2CCN(S(=O)(=O)c3ccccc3)CC2)ccc1[N+](=O)[O-]	-9	1.1	11	-6	12	-2	1	-1	4
Cc1ccc2c(c1)N(CCC(=O)NC(C)C)C(=O)CO2	-2	1	3	0	2	3	0.96	4	-2
Cc1ccc(Cl)cc1NC(=S)N(CCCN1CCOCC1)Cc1ccccn1	-3	0.96	-7	4	-6	24	0.99	1	0
CCc1cccc(C)c1NS(=O)(=O)Cc1ccccc1	0	0.96	15	4	7	28	0.97	3	6
Cc1nc2ccccc2n1-c1ccccc1	-1	1.1	5	-11	23	26	1	-4	1
COc1ccc(/C=N/NC(=O)c2cc(-c3cccnc3)nc3ccccc23)c(OC)c1	-24	0.98	5	2	5	13	0.94	6	6
Cc1c2cnn(CC(=O)N3CCN(c4ncccn4)CC3)c(=O)c2c(C)n1Cc1ccc(F)cc1	.	1.1	1	-12	17	5	0.84	16	1
Cc1ccc(S(=O)(=O)NCC(=O)N(CC(=O)NCC2CCCO2)c2ccc(Cl)cc2)cc1 (centres undefined)	1	0.99	25	1	2	7	0.96	4	-1
C/C(=N\NC(=O)c1nnn(-c2nonc2N)c1CN(C)c1ccccc1)c1ccc(O)cc1	-3	0.87	13	13	3	24	1.3	-26	6
CCOc1ccc(CNC(=O)CCS(=O)(=O)Cc2ccc(C)cc2)cc1OC	-9	1	-2	-5	-19	-4	1.1	-10	13
O=C(COc1ccc(S(=O)(=O)Nc2cccc(C(F)(F)F)c2)cc1)N1CCOCC1	0	1	11	-3	-3	-5	1.1	-13	1
COCCn1c(=O)[nH]c2cc(C(=O)NCCN3CCN(c4ccccc4F)CC3)ccc2c1=O	-4	1	5	-1	-3	8	0.99	1	-6
